AmpC inh no detg: blocks E. coli AmpC beta-lactamase in detergent-free assay. P00811. 0.52% of 330,000 active. Potency, µM (top dose mostly 57.1 µM), inactives show at the highest dose activity change, negative = inhibition, actives largely listed as inhibitors. AID 485341. AmpC nitrocefin hydrolysis, absorbance 480 nm, 0.0001% Triton;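 note: potency is the fitted concentration of half-maximal effect; plate controls were no compound for no effect and no enzyme for full effect; nearly all actives have a fitted effect of over 20% in size; some results filed as inactive show a strong effect at the top dose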
Target sequence (P00811 whole entry, looked up): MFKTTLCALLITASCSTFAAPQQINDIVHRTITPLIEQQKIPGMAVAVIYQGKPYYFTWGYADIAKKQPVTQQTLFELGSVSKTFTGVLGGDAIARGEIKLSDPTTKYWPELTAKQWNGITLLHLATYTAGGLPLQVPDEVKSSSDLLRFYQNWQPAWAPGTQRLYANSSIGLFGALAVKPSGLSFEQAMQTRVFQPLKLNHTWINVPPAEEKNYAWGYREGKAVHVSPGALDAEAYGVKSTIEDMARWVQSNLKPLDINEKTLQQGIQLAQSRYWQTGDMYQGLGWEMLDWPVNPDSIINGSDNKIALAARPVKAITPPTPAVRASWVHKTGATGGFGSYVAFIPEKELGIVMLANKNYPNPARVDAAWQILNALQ
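AmpC (5.3 nM in the dispensed reagent) in 20 mM phosphate pH 7.0 with 0.01% (detergent screen) or 0.0001% Triton X-100 was preincubated with compounds for 15 min at room temperature. Nitrocefin was then added from an 800 uM solution, and hydrolysis was followed at 480 nm.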
TbPYK inhibitor: blocks Trypanosoma brucei pyruvate kinase | 0.12% of 410,000 active | Q57TT1 | Potency, µM (doses to about 76.8 µM), inactives show top-dose activity, negative = inhibition, actives largely listed as inhibitors | TbPYK enzyme, Kinase-Glo Plus ATP luminescence, 45 min | AID 624173; note: potency is the fitted concentration of half-maximal effect; nearly all actives have a fitted effect of over 50% in size
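Screened from lowest to highest concentration, compounds were pinned into TbPYK/substrate mixtures, and ADP (130 uM final) was added. Plates sat at room temperature for 45 min prior to Kinase-Glo Plus detection by luminescence.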
AMA1-RON2 inh: inhibitors of Plasmodium falciparum AMA1-RON2 interaction; AlphaScreen AMA1-biotinylated RON2 peptide binding; Potency, µM (highest dose often 58.2 µM), without a hit: at the highest dose activity change, negative = inhibition, actives largely listed as inhibitors; 0.2% of 360,000 active; AID 720542;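 note: potency is the fitted concentration of half-maximal effect; 0% = vehicle wells and -100% = peptide control; nearly all actives have a fitted effect of over 45% in size; some results filed as inactive show a strong effect at the top dose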
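AMA1 (3D7) with his tag at 25 nM final met compounds first, then biotinylated RON2 peptide at 25 nM; detection used donor plus acceptor beads, 10 µg/mL apiece, read by AlphaScreen after 30 min at room temperature.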
AmpC inh detg: blocks E. coli AmpC beta-lactamase in detergent assay; Potency, µM (titrated, usually from 114 µM), inactives show at the top dose activity change, negative = inhibition, usual class: inhibitors; 0.041% of 370,000 active; P00811; AID 485294; AmpC hydrolysis of nitrocefin, absorbance 480 nm, 0.01% Triton;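 note: potency is the fitted concentration of half-maximal effect; 0% = no-compound wells and -100% = no-enzyme wells; nearly all actives have a fitted effect of over 25% in size; some results filed as inactive show a strong effect at the top dose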
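20 mM phosphate pH 7.0 + 0.01% (detergent screen) or 0.0001% Triton X-100; 5.3 nM AmpC reagent; cpd preinc 15 min RT; nitrocefin (800 uM stock) to start; A480 q20 s × 4 min; Activity was normalised to no-enzyme and no-compound control wells.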
HCMV antiviral: inhibitors of human cytomegalovirus | activity change, negative = inhibition, % at 57.5 µM | AID 1259415 | 4.5% of 410,000 active | HFF cells, HCMV-luciferase reporter, 72 h; stronger effect = lower value; in the data active = activity change below about -60%; inconclusive = no clear call, values can overlap the other calls; inactive = above about -39%
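Human foreskin fibroblasts infected with luciferase-reporter HCMV at MOI 1 PFU/cell, compounds at two doses. Luciferase measured 72 h post infection; normalized to buffer-only basal and Salinomycin (10uM) controls.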
Sm TGR block: S. mansoni TGR enzyme inhibition. Q962Y6. purified TGR, DTNB reduction, TNB absorbance 405 nm. Potency, µM (top dose mostly 114 µM), for the others: at the top dose activity change, negative = inhibition, hits mostly inhibitors. 3% of 360,000 active. AID 485364; note: potency is the fitted concentration of half-maximal effect; nearly all actives have a fitted effect of over 60% in size
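First, TGR (20 nM dispensed) and NADPH were mixed with compound. Second, a 15 min room-temperature incubation followed. Third, further NADPH and then DTNB were added to start the reaction. Finally, TNB absorbance was monitored kinetically.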
LmPK inhibitor: inhibitors of Leishmania mexicana pyruvate kinase; purified LmPK, Kinase-Glo ATP luminescence, 1 h; Potency, µM (doses to about 57.5 µM), without a hit: at the highest dose activity change, negative = inhibition, actives largely listed as inhibitors; 0.37% of 290,000 active; Q27686; note: potency is the fitted concentration of half-maximal effect
Target sequence (Q27686 whole entry, looked up): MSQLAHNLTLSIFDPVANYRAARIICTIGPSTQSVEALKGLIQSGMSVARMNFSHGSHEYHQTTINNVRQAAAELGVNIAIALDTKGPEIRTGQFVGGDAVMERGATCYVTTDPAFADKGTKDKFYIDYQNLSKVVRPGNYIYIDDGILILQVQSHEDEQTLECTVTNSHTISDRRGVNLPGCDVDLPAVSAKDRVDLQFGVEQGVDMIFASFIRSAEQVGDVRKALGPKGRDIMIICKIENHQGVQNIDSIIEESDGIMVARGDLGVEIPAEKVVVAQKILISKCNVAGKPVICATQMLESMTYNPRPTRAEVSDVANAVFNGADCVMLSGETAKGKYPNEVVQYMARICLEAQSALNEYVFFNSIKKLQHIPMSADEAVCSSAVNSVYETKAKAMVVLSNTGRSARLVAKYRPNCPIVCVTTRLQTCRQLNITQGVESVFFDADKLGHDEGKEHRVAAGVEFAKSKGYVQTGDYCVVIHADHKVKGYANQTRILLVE
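Pyruvate kinase activity monitored as ATP production (luciferase luminescence). Conditions: 0.1 nM enzyme, 0.5 mM PEP, 0.1 mM ADP, 1 h, RT; normalized against uninhibited and no-enzyme wells.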
Starred values were filed as active, the others as inactive; ? = inconclusive; . = no result given; [ ] = remark or other dose. Unless noted, calls come from the whole dose curve; as a rule, active = well fitted curve in the direction sought with a large enough effect; inconclusive = small, poorly fitted or top-dose-only effect, or another doubt; inactive = no such curve, though single readings can be large; an effect the other way counts as inactive or inconclusive. Unless noted, % is set by controls: 0 for no effect and ±100 for the full control effect.

SMILES	AmpC inh no detg	TbPYK inhibitor	AMA1-RON2 inh	AmpC inh detg	HCMV antiviral	Sm TGR block	LmPK inhibitor
COc1ccccc1CNC(=O)CCn1cnc2ccccc2c1=O	.	-4%	.	2%	8	5%	.
CC(OC(=O)CNC(=O)c1ccc(Cl)c(Cl)c1)C(=O)N1CCOCC1 (stereo unspecified)	-1%	-7%	7%	-19%	-13	4%	.
CCCC(=O)C1=C(O)C(C(=O)OC)C(C)(C)CC1=NCCc1ccccc1 (stereo unspecified)	50%	-1%	-6%	-6%	8	-12%	5%
COc1ccc2[nH]c3c(c2c1)CCN1C(=O)N([C@@H](C)C(=O)NCc2ccccc2OC)C(=O)[C@]31C	33%	5%	-18%	?	17	-21%	12%
COc1ccc(C(=O)C2CCN(C(=O)c3ccco3)CC2)cc1	0%	-4%	5%	-17%	12	-2%	0%
O=C(Cn1c(=O)n(-c2ccccc2)c(=O)c2c3c(sc21)CCCC3)Nc1ccc(F)cc1	.	-1%	.	3%	-31	-1%	.
Cc1cc(NC(=O)Cn2nc(C)n3cccc3c2=O)ccc1Br	.	2%	.	-2%	15	-3%	.
COc1cc(C)nn1-c1ccc(Cl)cc1	-9%	1%	3%	1%	-33	13%	-5%
N#CC1=C2SCN(Cc3ccccc3)CN2C(=O)CC1c1cccs1 (stereo unspecified)	-43%	?	0%	-9%	10	-35%	-5%
CCOC(C[n+]1c(-c2ccccc2)cc(C)cc1-c1ccccc1)OCC	-3%	-4%	12%	-10%	-36	1%	.
CC(=O)c1ccc(NC(=O)C2(c3ccccc3)CCOCC2)cc1	-11%	7%	-6%	2%	153	-18%	-9%
O=C(Cn1cnc2cc([N+](=O)[O-])ccc2c1=O)NC(c1ccccc1)c1ccccc1	-27%	-4%	9%	-6%	?	-3%	1%
Cc1cc(C)cc(-n2ncc3c2CCCC3NC(=O)CCN2Cc3ccccc3C2=O)c1 (stereo unspecified)	148%[activator]	-4%	13%	-2%	-40	-1%	1%
CCn1nc(C)c(CNC(=O)c2cc(COc3ccccc3SC)on2)c1C	80%[activator]	-3%	5%	0%	-64*	-3%	1%
COc1ccc(NC(=O)N(C)C[C@H]2OCc3cn(nn3)CCCC(=O)N([C@@H](C)CO)C[C@@H]2C)cc1	.	-10%	-8%	.	4	.	.
CCOc1cc(/C=C2/COc3ccccc3C2=O)ccc1OCC(=O)N(C)C	197%[activator]	-3%	-6%	-1%	24	32µM*	1%
CC(=O)OC(C(=O)NCc1ccc(F)cc1)c1ccccn1 (stereo unspecified)	5%	5%	2%	-2%	8	1%	0%
CC1(C)C(c2cccs2)=NC(c2ccccc2)N1O (stereo unspecified)	-7%	-4%	-3%	?	-5	8%	1%
O=C(CC(NC(=O)c1ccccc1Cl)c1ccccc1)NC1=NCCS1 (stereo unspecified)	-27%	-5%	-2%	2%	-35	6%	-2%
O=C(CCc1ccc(Oc2cc([N+](=O)[O-])cc([N+](=O)[O-])c2)cc1)N1CCCCC1	96%[activator]	3%	-16%	6%	-22	2%	7%

Seven entries picked at random from those above:
SMILES	AmpC inh no detg	TbPYK inhibitor	AMA1-RON2 inh	AmpC inh detg	HCMV antiviral	Sm TGR block	LmPK inhibitor
CCOC(C[n+]1c(-c2ccccc2)cc(C)cc1-c1ccccc1)OCC	-3%	-4%	12%	-10%	-36	1%	.
CCCC(=O)C1=C(O)C(C(=O)OC)C(C)(C)CC1=NCCc1ccccc1 (stereo unspecified)	50%	-1%	-6%	-6%	8	-12%	5%
O=C(Cn1c(=O)n(-c2ccccc2)c(=O)c2c3c(sc21)CCCC3)Nc1ccc(F)cc1	.	-1%	.	3%	-31	-1%	.
COc1ccc2[nH]c3c(c2c1)CCN1C(=O)N([C@@H](C)C(=O)NCc2ccccc2OC)C(=O)[C@]31C	33%	5%	-18%	?	17	-21%	12%
O=C(Cn1cnc2cc([N+](=O)[O-])ccc2c1=O)NC(c1ccccc1)c1ccccc1	-27%	-4%	9%	-6%	?	-3%	1%
COc1ccc(NC(=O)N(C)C[C@H]2OCc3cn(nn3)CCCC(=O)N([C@@H](C)CO)C[C@@H]2C)cc1	.	-10%	-8%	.	4	.	.
O=C(CCc1ccc(Oc2cc([N+](=O)[O-])cc([N+](=O)[O-])c2)cc1)N1CCCCC1	96%[activator]	3%	-16%	6%	-22	2%	7%

Entries of single compounds, quoted from the list. Order of values: AmpC inh no detg | TbPYK inhibitor | AMA1-RON2 inh | AmpC inh detg | HCMV antiviral | Sm TGR block | LmPK inhibitor
`Cc1cc(NC(=O)Cn2nc(C)n3cccc3c2=O)ccc1Br` in the list: . | 2% | . | -2% | 15 | -3% | .
`COc1ccccc1CNC(=O)CCn1cnc2ccccc2c1=O` in the list: . | -4% | . | 2% | 8 | 5% | .

Later entries:
SMILES	AmpC inh no detg	TbPYK inhibitor	AMA1-RON2 inh	AmpC inh detg	HCMV antiviral	Sm TGR block	LmPK inhibitor
COc1ccc(C(=O)Nc2cccc(-c3nc4ncccc4o3)c2C)cc1	-13%	4%	7%	-3%	-10	-6%	3%
CCc1cc2c(=O)nc3n(c2s1)Cc1ccccc1/C3=C(/O)c1ccccc1Cl	-28%	-8%	-20%	2%	35	-15%	5%
Cc1ccc(-c2nc(CS(=O)CC(=O)NC3CCCCC3)c(C)o2)cc1 (stereo unspecified)	72%[activator]	-7%	4%	0%	16	13µM*	-1%
COCCn1c(=S)[nH]c2cc(C(=O)N3CCCC(C)C3)ccc2c1=O (stereo unspecified)	-19%	-12%	33%[activator]	2%	?	-6%	-1%
Cc1cccc(C(=O)Nc2nnc(-c3cccnc3)o2)c1	-12%	1%	27%	3%	12	3%	-7%
O=C(Cc1ccc(S(=O)(=O)N2CCOCC2)s1)N1CCN(c2cccc(C(F)(F)F)c2)CC1	175%[activator]	0%	0%	6%	.	-5%	4%
Cc1cccc(NC(=O)c2ccc3c(c2)C(=O)N(c2ccccn2)C3=O)c1C	-13%	-2%	3%	2%	15	5%	3%
CCc1cc(C(=O)Cc2cnn(-c3ccccc3)c2)c(O)cc1O	-51%	0%	-9%	-1%	-4	-8%	4%
Cc1nnc(SCC(=O)N/N=C/c2cn(-c3ccccc3)nc2-c2ccc(F)cc2)n1-c1ccccc1	-14%	-6%	23%	-6%	-11	-1%	0%
COc1cc(/C=C2/NC(=O)N(Cc3ccccc3F)C2=O)cc(OC)c1OC	-17%	1%	-4%	?	12	-3%	-3%
O=c1[nH]c(O)c(N=Nc2ccc(Cl)c(S(=O)(=O)Nc3ccccc3Cl)c2)c(=O)[nH]1	-31%	-6%	-9%	.	0	.	.
COC(C[C@@H](O)[C@@H](C)[C@@H](O)COCc1ccccc1)OC	-12%	2%	5%	-1%	14	1%	-4%
O=C(NCCc1ccc(Cl)cc1)C1CCN(c2ncnc3c2nc2n3CCCCC2)CC1	.	4%	.	13%	13	-1%	.
Cc1nc(-c2ccc(F)cc2)c(CC(=O)Nc2ccc(C)c(S(=O)(=O)N3CCOCC3)c2)s1	20%	-9%	13%	-7%	.	1%	-2%
O=c1c2ccccc2sn1-c1ccc(Cl)cc1	.	32µM*	10%	.	-35	.	.
CCC(C(=O)OCC(=O)Nc1cccc(OC)c1)c1ccccc1 (stereo unspecified)	-22%[11.4 µM]	-6%	5%	-14%	-21	5%	0%
CCc1c(O)nc(SCC(=O)N2CCc3cc(OC)c(OC)cc3[C@@H]2C)[nH]c1=O	3%	1%	-3%	?	0	4%	-3%
COc1ccc(C2C(C(=O)N3CCC4(CC3)OCCO4)CC(=O)N2c2ccc(OC)cc2)cc1 (stereo unspecified)	91%[activator]	-7%	10%	2%	.	-15%	2%
COc1ccccc1N1CCN(c2ncc3c(n2)CCN(Cc2ccccc2F)C3)CC1	.	4%	.	3%	1	-6%	.
Cc1nc2cc(NC(=O)NCc3ccco3)ccc2o1	0.35µM*	0%	0%	2%	3	-2%	-2%
O=C(Cc1ccccc1F)NNC(=O)c1ccncc1	-10%	5%	52%[activator]	0%	18	7%	0%
CC(=O)N1CCOc2ccc(S(=O)(=O)NCC3CCC(C(=O)Nc4ncccc4C)CC3)cc21 (stereo unspecified)	39%	6%	-4%	-7%	-28	2%	-10%
O=C(N/N=C/C=C/c1ccccc1)c1ccccc1Br	-38%	-17%	68%[activator]	-6%	0	24%	-1%
CC(C)Oc1cccc(C(=O)C2CCCN(C(=O)c3noc4c3CCCC4)C2)c1 (stereo unspecified)	73%[activator]	-1%	11%	7%	-39	0%	1%
CC(NC(=O)NC(=O)c1cccc([N+](=O)[O-])c1)C1CC1 (stereo unspecified)	-13%	2%	6%	1%	.	7%	-2%
CN1CCN(c2ccccc2NC(=O)COc2ccccc2)CC1	-14%	-7%	-4%	?	-2	-17%	1%
CN(CCNC(=O)C1CCC(=O)N(Cc2cccc(F)c2)C1)CCc1ccccc1 (stereo unspecified)	15%	-9%	5%	1%	.	?	-4%
CCCn1c(SCC(N)=O)nnc1C(C)C	-4%	-10%	9%	-5%	-26	0%	1%
Cc1cc(Nc2cccc(Cl)c2)c2ccccc2n1	-8%	-6%	3%	-20%	?	2%	-5%
CN(CC(=O)Nc1ccccc1Cl)C(=O)C1CCN(C(=O)c2ccc(Cl)cc2)CC1	105%[activator]	1%	6%	-4%	-7	1%	-13%

Assay outcomes (PubChem BioAssay)
